Fam108B inh – Fam108B inhibition, counter-screen for RBBP9 inhibitors; 300,000 tested, 0.33% active; inhibition, % at 9.51 µM; AID 1947; recombinant Fam108B, FP-Rh probe fluorescence polarization;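 active = inhibition above the screen mean inhibition plus 3 SD, computed separately per campaign, cut at about 18% in these data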;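 note: inhibitors lower polarization as less probe binds the enzyme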
VLA-4 inh – inhibition in a human VLA-4 binding assay. VLA-4 expressing cells, ligand binding flow cytometry. inhibition, % (about 7 µM as worked out from the volumes in the protocol). 330,000 tested, 0.2% active; in the data active = inhibition above about 50%
CIT2 TOR yeast – alters CIT2-GFP fluorescence in TOR pathway yeast screen; GFP response vs DMSO, % at 10 µM; AID 2029; S. cerevisiae CIT2-GFP strain, flow cytometry, 3 h; 100 means same as DMSO wells; 320,000 tested, 0.065% active;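 active = GFP response relative to DMSO above a set limit, near the screen mean plus 3 SD, cut at about 150% in these data; inconclusive = Fewer than 70 cells measured for a yeast strain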;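 note: ratio of well median GFP fluorescence to mean of DMSO wells on the plate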
MCL1 BIM primary – disrupts human MCL1 binding to BIM-BH3 peptide. Q07820. GST-MCL1 / FITC-Bim-BH3 fluorescence polarization. inhibition, % at 10.9 µM. 320,000 tested, 0.68% active;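 active = inhibition above the mean inhibition of all tested compounds plus 3 SD, set per campaign, cut at about 40% in these data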;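 note: 0% = DMSO wells and 100% = unlabeled Bim-BH3 peptide control; higher means more loss of mP so more displacement of Bim peptide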
MEX-5 binding – C. elegans MEX-5 TCR-2 RNA binding activity; activity score (negative = inhibition of binding), % at 10 µM; MEX-5/FITC-TCR2 RNA binding, fluorescence polarization; active compounds read low; Q9XUB2; 300,000 tested, 0.38% active;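 active = inhibition past about -25% in most replicates, and total fluorescence under double the plate's negative control median, limit read from the data; inconclusive = replicates evenly split on the limit, or fluorescence at least double controls; inactive = too little inhibition in most replicates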;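 note: 0% = DMSO and -100% = 5 µM competing unlabeled TCR2 RNA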
Bcl-xL primary – Bcl-xL (human) inhibition; Q07817; GST-Bcl-xL / FITC-Bim BH3 peptide fluorescence polarization; inhibition, % at 10.9 µM; 320,000 tested, 0.7% active; AID 2129;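 active = inhibition above the mean of all tested compounds plus 3 SD, cutoff set per campaign, cut at about 30% in these data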;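 note: 0% = DMSO wells and 100% = unlabeled Bim-BH3 peptide competitor; inhibitors lower millipolarization by displacing the labeled peptide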
Target sequence (Q07817 whole entry, looked up): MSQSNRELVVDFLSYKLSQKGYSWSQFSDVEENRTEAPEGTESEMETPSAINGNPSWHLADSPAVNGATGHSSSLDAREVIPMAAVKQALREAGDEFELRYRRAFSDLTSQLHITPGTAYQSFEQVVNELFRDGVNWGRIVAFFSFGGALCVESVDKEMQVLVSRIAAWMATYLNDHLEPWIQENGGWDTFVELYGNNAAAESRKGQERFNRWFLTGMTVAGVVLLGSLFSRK
GLD-1 RNA inh – GLD-1-TGE RNA interaction inhibition (C. elegans) | AID 2280 | inhibition, % at 5.96 µM | purified GLD-1 + fluorescein TGE RNA, fluorescence polarization | 320,000 tested, 0.44% active;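 active = percent inhibition above a per-plate cutoff, the plate mean of test compounds plus 3 SD, cut at about 30% in these data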;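 note: 0% = DMSO wells with GLD-1 and probe and 100% = wells lacking GLD-1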
GRK2 aptamer HTS – blocks RNA aptamer binding to human GRK2; AID 488847; P25098; inhibition of aptamer binding, % at 10 µM; 330,000 tested, 0.59% active; bead flow cytometry, FAM-aptamer displacement from GRK2;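 active = inhibition of aptamer binding above 40%, roughly 3 SD of noise, on plates passing a quality check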;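 note: median bead fluorescence of bound FAM aptamer so fluorescent compounds give negative values; no value below 0 was filed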
Target sequence (P25098 whole entry, looked up): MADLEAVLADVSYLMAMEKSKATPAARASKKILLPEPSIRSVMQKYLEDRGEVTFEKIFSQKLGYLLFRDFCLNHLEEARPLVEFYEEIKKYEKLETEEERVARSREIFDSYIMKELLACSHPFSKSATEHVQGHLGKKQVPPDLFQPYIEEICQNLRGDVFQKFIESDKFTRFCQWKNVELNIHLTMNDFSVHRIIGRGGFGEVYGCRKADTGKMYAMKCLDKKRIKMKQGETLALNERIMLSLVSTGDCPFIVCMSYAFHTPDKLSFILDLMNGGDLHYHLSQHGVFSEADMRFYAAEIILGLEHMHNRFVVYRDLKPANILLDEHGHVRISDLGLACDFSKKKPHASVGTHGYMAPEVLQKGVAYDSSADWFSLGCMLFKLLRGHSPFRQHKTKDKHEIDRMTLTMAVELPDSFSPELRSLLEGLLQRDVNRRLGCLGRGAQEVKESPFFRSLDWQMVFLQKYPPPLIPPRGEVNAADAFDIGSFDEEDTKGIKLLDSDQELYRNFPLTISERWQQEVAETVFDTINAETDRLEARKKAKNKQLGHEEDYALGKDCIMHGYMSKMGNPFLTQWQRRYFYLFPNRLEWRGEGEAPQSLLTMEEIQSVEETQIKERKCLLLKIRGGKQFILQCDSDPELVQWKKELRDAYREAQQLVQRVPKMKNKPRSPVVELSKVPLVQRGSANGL
AGP1-GFP MLPCN – modulators of TOR pathway AGP1-GFP in S. cerevisiae; S. cerevisiae AGP1-GFP multiplex flow cytometry, 3 h; GFP as percent of DMSO wells; GFP response vs DMSO, % at 10 µM; 320,000 tested, 0.02% active;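 active = GFP response relative to DMSO above a set limit, near screen average plus 3 SD, cut at about 150% in these data; inconclusive = fewer than 70 cells counted for the yeast strain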;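 note: median GFP channel fluorescence of the gated AGP1 strain per well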
* = called active by the depositor; ? = inconclusive; / = no result given; [ ] = another dose, or the depositor's remark.

entry	SMILES	Fam108B inh	VLA-4 inh	CIT2 TOR yeast	MCL1 BIM primary	MEX-5 binding	Bcl-xL primary	GLD-1 RNA inh	GRK2 aptamer HTS	AGP1-GFP MLPCN
1	CC(C)(O)C#Cc1ccc(C(=O)N2CCN(C(=O)c3ccco3)CC2)cc1	0	6	105	8	3.2	8	4	0	104
2	O=C(NCc1ccco1)c1ccccc1-c1nc(-c2ccc(F)cc2)no1	0	16	88	-3	/	1	7	3	100
3	Cc1ccc(OCC(=O)N2CCN(C(=O)c3ccco3)CC2)cc1	1	1	93	6	-0.2	8	0	0	95
4	COc1ccc(C(=O)N2CCCCCC2)cc1S(=O)(=O)N1CCOCC1	3	9	104	0	-0.2	1	0	1	111
5	Cc1ccc(S[C@@H](CCN2CC[C@H](NC(=O)OCc3ccccc3)CCC2=O)c2ccccc2)cc1	-3	8	93	9	2.2	5	2	3	101
6	CCN(CC)S(=O)(=O)c1ccc(N2CCCC2)c(NS(=O)(=O)c2ccc(OC)cc2)c1	0	1	101	15	0.2	6	19	0	102
7	COc1ccc(C)cc1NC(=O)CSc1cccc[n+]1[O-]	/	2	98	/	/	/	-2	0	103
8	CC1(C)CC(=O)C=C(/C=C/c2ccccc2)C1	/	11	91	4	/	3	2	2	91
9	CC(C)(C)c1nnc2sc(SCCN3C(=O)c4ccccc4C3=O)nn2c1=O	1	4	105	-3	0.2	-4	-7	0	116
10	FC(F)(F)c1cccc(Cn2nnnc2-c2cccc(C(F)(F)F)c2)c1	-1	13	92	3	0.1	3	8	1	57
11	C#CCOCCOCCOCCNc1nc(N2CCN(C(=O)[C@H]([C@@H](C)CC)n3cc([C@@H](N)CO)nn3)CC2)nc(N2CCN(C(=O)[C@H](CCCCN)n3cc([C@@H](N)CC(C)C)nn3)CC2)n1	2	-1	101	1	-1.7	5	7	0	89
12	CCOC(=O)c1cccnc1SCC(=O)NC(C)CC (stereo unspecified)	3	5	92	-2	-1.3	0	5	0	96
13	O=C(NCc1ccccc1)N(Cc1nc2ccccc2c(=O)[nH]1)C1CCCC1	2	-10	90	3	/	6	-1	0	90
14	Cc1ccc(C(=O)NNC(=O)OC(C)(C)C)c(Cl)c1	1	-4	107	-5	0.2	4	-5	1	104
15	Cc1occc1-c1nnc(SCC(=O)NCCc2ccccc2)n1C(C)c1ccccc1 (stereo unspecified)	-2	0	109	-1	-1.1	-1	-5	0	105
16	Cc1cccn2c(/C=N/OCc3cccc(F)c3)c(-c3ccc(Cl)cc3)nc12	-6	16	84	2	-0.9	7	3	1	97
17	COc1cc(NC(=O)CN(C)S(=O)(=O)c2ccc(-c3ccc(=O)[nH]n3)s2)cc(OC)c1	-14	8	93	4	-4.1	4	1	1	87
18	COc1cc(OC)cc(C(=O)NCC2CCCN(C(=O)c3oc(C)cc3C)C2)c1 (stereo unspecified)	7	14	107	1	2.3	2	0	0	98
19	COc1ccc(/C=N/NC(=O)CC(=O)NCc2cccnc2)c(OC)c1	-1	5	101	-4	3.6	2	-9	0	99
20	COc1cc(C(=O)N[C@@H](C)C(=O)N2CCC3(CC2)NCCc2[nH]cnc23)cc(OC)c1OC	-3	-2	98	-3	2.5	-2	-9	0	94
21	CC(c1ccc(F)cc1)n1cc(S(=O)(=O)N2CCCC2)ccc1=O (stereo unspecified)	/	-14	88	0	/	3	-9	0	93
22	CC1CCCC(C)N1C(=S)SCC(=O)O (stereo unspecified)	-2	3	93	1	-1.1	-3	-1	0	99
23	Cc1ccc(S(=O)(=O)Nc2nonc2C)cc1	2	4	109	3	0.6	3	5	0	107
24	Cc1noc(C)c1CSCC(=O)Nc1nc2c(F)cc(F)cc2s1	/	-7	?	14	/	7	-1	3	25[may fluoresce violet]
25	CCn1c(C)cc(/C=C2/NC(=O)N(Cc3ccccc3F)C2=O)c1C	5	6	102	12	-2.0	14	12	0	98
26	COC(=O)c1c(SCC(=O)NC2CCCCC2)[nH]c2ccccc2c1=O	-17	-96	95	-2	-0.4	2	-11	2	94
27	Cc1nn(-c2ccccc2)c(Cl)c1C(=O)N1CCN(C)CC1	-9	2	84	-18	0.3	-11	-8	4	82
28	CCNc1nnc(SCC(=O)N2c3ccccc3NC(=O)CC2C)s1 (stereo unspecified)	/	13	91	5	/	2	-1	0	98
29	Nc1nnc(CC(=O)N/N=C/c2ccc([N+](=O)[O-])cc2)s1	1	4	96	8	3.2	4	6	0	111
30	Cc1cccc(C)c1NC(=S)N/N=C/c1ccc(C(=O)O)cc1	1	-4	90	-2	1.2	-1	10	2	104
31	CCOC(=O)N1CCN(Cc2nc3ccc([N+](=O)[O-])cc3c(=O)n2-c2cccc(OC)c2)CC1	-1	0	91	4	0.3	4	3	1	93
32	CO/N=C(/CS(=O)(=O)c1ccc(C)cc1)c1ccc(OC)cc1	4	23	90	5	2.5	9	0	1	95
33	CSc1ccc(S(=O)(=O)N2CCC(C(=O)NCCN3CCOCC3)CC2)cc1	5	4	106	14	0.3	6	13	0	111
34	Cc1ccc2cc3cc(C(=O)NCCCN4CCCC4)oc3nc2c1	-5	11	102	14	-2.4	11	2	0	104
35	Cc1ccccc1OCC(=O)Nc1sc(C(=O)Nc2cccc(C)c2C)c(C)c1C#N	1	-1	100	7	2.5	6	2	0	110
36	NCCCC[C@@H](C(=O)NCCCCCCCCCCC(=O)N1CCNCC1)n1cc(CCO)nn1	9	-4	100	1	1.0	6	2	0	107
37	Cc1cc(C(=O)OCC(=O)N2CC(=O)Nc3ccccc32)c(C)n1-c1ccc(F)cc1	-5	0	102	-7	3.7	5	1	5	100
38	CC1CCC2(CC1)NC(=O)N(CC(=O)Nc1cccc(S(=O)(=O)N3CCCC3)c1)C2=O (stereo unspecified)	/	13	104	-2	/	2	-4	0	108
39	COC(=O)C(O)(CC(=O)Nc1cccc(SC)c1)C(F)(F)F (stereo unspecified)	-1	8	99	2	-0.9	4	10	2	99
40	CCS(=O)(=O)N1CCCC(C(=O)N2CCc3ccccc3C2)C1 (stereo unspecified)	1	15	93	3	0.9	6	-7	0	89
41	Cc1sc2nc(CSc3n[nH]c(N)n3)[nH]c(=O)c2c1C	-1	11	94	-4	-3.3	-4	-7	3	105
42	CN1CCN(S(=O)(=O)c2ccc3c(c2)NC(=O)C2CCCN32)CC1 (stereo unspecified)	0	-20	96	16	-11	14	10	0	99
43	CC(CO)NCC12CC3CC(CC(C3)C1)C2 (stereo unspecified)	6	19	91	1	0.9	8	7	0	99
44	COc1cccc(CN(C(=O)c2ccccc2)C2CCS(=O)(=O)C2)c1 (stereo unspecified)	-2	31	106	4	-0.3	4	8	1	98
45	Cc1cc(C)n(C(=O)/C=C/c2cccs2)n1	2	-6	?	2	3.9	-3	4	0	?
46	O=C1CC(c2ccco2)CC2=C1C1c3ccccc3C(=O)N1c1ccccc1N2 (stereo unspecified)	3	-4	94	-7	0.7	-8	-1	2	99
47	Cn1cc(CN2CCC(O)CC2)c(-c2ccc(Oc3ccccc3)cc2)n1	0	10	101	-16	-0.7	-7	6	0	91
48	N#CCOC(=O)C1c2ccccc2Oc2ccccc21	-1	19	80	-1	-1.6	2	3	0	94
49	O=C(CCCCCN1C(=O)c2ccccc2C1=O)Nc1ccccc1	1	12	87	4	-1.4	4	9	0	94
50	CCCCN(CC)Cc1ccc(CNC(=O)Nc2ccc(Cl)cc2)o1	2	2	101	5	3.0	7	1	2	102
51	COc1ccc(NC(=O)CCNS(=O)(=O)c2cc(Br)cnc2N)c(OC)c1	4	29	99	0	1.6	0	1	1	104
52	O=C(COc1ccc(Br)cc1Cl)Nn1cnnc1	-1	-2	95	-7	0.1	3	1	1	104
53	CC(=C/c1ccccc1)/C=N/NC(=O)c1ccccn1	2	0	101	-7	-5.5	-2	-2	0	105
54	CCN(CC)C(=O)Cn1cc(S(=O)(=O)CC(=O)N2CCOCC2)c2ccccc21	0	2	96	8	0.4	4	3	7	95
55	C/C(=N\NC(=O)Cc1ccc(Cl)cc1)c1ccc(F)cc1	3	-4	109	7	0.2	0	-6	0	107
56	O=C(NCC(c1cccnc1)N1CCOCC1)c1ccc2c(c1)OCO2 (stereo unspecified)	0	-4	109	3	0.3	7	0	0	106
57	O=C(NCCCN1CCOCC1)[C@@H]1CSC2c3ccccc3C(=O)N21 (stereo partly specified)	-2	32	100	14	-1.2	5	0	4	99
58	CC1CN(C(=S)Nc2ccc(Br)cc2)CC(C)O1 (stereo unspecified)	3	-2	103	7	-1.9	-1	3	0	99
59	CCN(CC)S(=O)(=O)c1cc(NC(=O)CSc2nnc(N)s2)ccc1C	/	-3	87	4	/	2	7	4	97
60	CN(C(=O)Cn1cnc2ccccc2c1=O)C1CCS(=O)(=O)C1 (stereo unspecified)	-1	-1	91	-1	-3.3	1	6	1	104

Additional records follow.
entry	SMILES	Fam108B inh	VLA-4 inh	CIT2 TOR yeast	MCL1 BIM primary	MEX-5 binding	Bcl-xL primary	GLD-1 RNA inh	GRK2 aptamer HTS	AGP1-GFP MLPCN
61	CCCCCCCCCCCCC(=O)CCCCC(=O)O	0	-8	107	1	0.6	4	5	1	106
62	O=C1CC(c2ccccc2)Cc2nc(NCc3ccco3)ncc21 (stereo unspecified)	3	11	87	3	0.0	-1	1	4	88
63	CCN1CCN(C(c2cccs2)C(C)NC(=O)c2ccccc2)CC1 (stereo unspecified)	2	-1	141	1	3.3	6	4	0	132
64	O=C(NNC(=O)c1cc(C(F)(F)F)cc(C(F)(F)F)c1)c1ccc(Cl)cc1	-1	22	107	11	-0.5	3	2	4	101
65	O=C1N(Cc2cccc(Cl)c2)C[C@@H]2C[C@@H](c3ccccn3)N3CCC[C@@]123	2	-4	95	12	2.9	8	0	0	99
66	C=CCn1c(SCC(=O)Nc2nc3ccccc3s2)nc(O)c(CC)c1=O	0	-6	97	-2	-0.4	-2	6	1	108
67	Cc1ccc(OCc2ccc(C(=O)Nc3nccs3)o2)cc1C	-9	4	?	2	-0.8	6	-2	1	?
68	CC(C)CNS(=O)(=O)c1ccc(CCC(=O)NC2CCCC2)cc1	-2	-11	100	-1	1.7	2	-1	0	102
69	O=c1oc(/C=C/c2ccco2)nc2sc3c(c12)CCC3	0	28	92	9	?	4	-3	1	102
70	COCCCNC(=S)N/N=C/c1ccc(OC)c(Br)c1	3	-20	89	-7	0.0	-4	-9	0	94
71	CC(/C=C/c1ccccc1F)=N\NC(=O)c1cccc(F)c1	2	14	92	11	-2.2	3	4	1	88
72	CC(C)CC1NC(=S)N(C2CCCCC2)C1=O (stereo unspecified)	2	-13	112	13	/	2	1	5	104
73	COc1ccc(Cc2nc(N)nc(N)n2)cc1	-2	3	99	3	-2.0	2	1	2	104
74	COC(=O)C1=C(C)N(Cc2ccccc2)C(=NCc2cccc(C(F)(F)F)c2)N[C@H]1c1cccc(C(F)(F)F)c1	/	32	103	/	/	/	5	0	113
75	Nc1ccc(C(=O)N2N=C(c3ccc(F)cc3)CC2(O)C(F)(F)F)cc1 (stereo unspecified)	/	10	93	/	0.9	/	/	0	86
76	Cc1csc2ncc(C(=O)N3c4ccccc4CC3C)c(=O)n12 (stereo unspecified)	0	-9	114	-2	-2.5	4	9	0	108

Source: PubChem (several laboratories)
